PLK1 PBD block = qHTS for Inhibitors of PLK1-PDB (polo-like kinase 1 - polo-box domain): Primary Screen; Serine/threonine-protein kinase PLK1 (Homo sapiens), P53350; Plk1 PBD binding of FITC phosphopeptide, fluorescence polarization; Potency, µM, for inactives: max response, negative = inhibition, hits mostly inhibitors; hit rate 2.8% among 360,000; AID 720504, 2013; note: series mostly up to about 57 µM; % is set by controls: 0 for no effect and ±100 for the full control effect; nearly all actives have a fitted effect of over 65% in size
Target sequence (P53350 whole entry, looked up, the tested form may be a part): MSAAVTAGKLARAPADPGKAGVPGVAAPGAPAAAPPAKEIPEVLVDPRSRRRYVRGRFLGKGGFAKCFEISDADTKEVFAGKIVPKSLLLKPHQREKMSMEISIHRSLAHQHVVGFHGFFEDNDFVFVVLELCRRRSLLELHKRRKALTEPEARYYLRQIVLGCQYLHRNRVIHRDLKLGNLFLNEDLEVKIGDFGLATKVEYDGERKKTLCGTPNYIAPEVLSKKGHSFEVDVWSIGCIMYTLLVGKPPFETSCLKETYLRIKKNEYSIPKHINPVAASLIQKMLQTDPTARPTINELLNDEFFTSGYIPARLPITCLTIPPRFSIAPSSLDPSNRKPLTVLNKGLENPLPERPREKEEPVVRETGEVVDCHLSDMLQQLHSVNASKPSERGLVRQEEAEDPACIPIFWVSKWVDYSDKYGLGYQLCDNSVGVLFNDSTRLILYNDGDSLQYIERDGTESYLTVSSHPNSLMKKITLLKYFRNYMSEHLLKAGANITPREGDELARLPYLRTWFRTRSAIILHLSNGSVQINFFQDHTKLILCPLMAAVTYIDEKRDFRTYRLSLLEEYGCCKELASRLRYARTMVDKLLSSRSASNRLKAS
GLP-1R agonist = qHTS of GLP-1 Receptor Agonists; HEK293 GLP-1R CRE-luciferase, luminescence, 4-6 h; cells express a hypersensitive GLP-1R form; Potency, µM (doses to about 45.6 µM), inactives show at the top dose activation, actives largely listed as activators; hit rate 0.007% among 380,000; note: % of control where 0% means no effect
Target sequence (P43220 whole entry, looked up): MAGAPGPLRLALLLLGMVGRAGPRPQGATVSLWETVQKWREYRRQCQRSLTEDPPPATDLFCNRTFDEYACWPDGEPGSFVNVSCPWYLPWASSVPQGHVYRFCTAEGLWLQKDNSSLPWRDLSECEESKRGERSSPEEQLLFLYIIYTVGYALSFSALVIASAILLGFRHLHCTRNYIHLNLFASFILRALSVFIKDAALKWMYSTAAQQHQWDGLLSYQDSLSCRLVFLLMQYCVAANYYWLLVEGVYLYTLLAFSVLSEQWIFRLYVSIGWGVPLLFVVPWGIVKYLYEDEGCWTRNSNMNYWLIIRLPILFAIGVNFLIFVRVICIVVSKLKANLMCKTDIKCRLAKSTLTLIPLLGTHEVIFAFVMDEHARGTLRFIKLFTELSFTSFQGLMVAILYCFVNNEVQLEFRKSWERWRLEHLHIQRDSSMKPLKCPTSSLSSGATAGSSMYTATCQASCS
Active calls of the source: *; ? = inconclusive; . = no result given; & = joins results of further samples; [ ] = another dose, or the depositor's remark. Calls come from the whole dose curve; as a rule, active = well fitted curve in the direction sought with a large enough effect; inconclusive = small, poorly fitted or top-dose-only effect, or another doubt; inactive = no such curve, though single readings can be large; an effect the other way counts as inactive or inconclusive. Potency is the fitted concentration of half-maximal effect. This is a subset. The share of hits here may be higher or lower than overall.

SMILES | PLK1 PBD block | GLP-1R agonist
C[C@]12CC[C@H]3c4ccc(O)cc4CC[C@@H]3[C@H]1CC[C@@H]2OC(=O)CCC1CCCC1 | . | 0.5%
OCCCNc1ccccc1 | . | -2.2%
CN1[C@@H]2CC[C@H]1CC(OC(c1ccccc1)c1ccccc1)C2 (some centres undefined) | . | 5.9%&-4.2%
[O-][n+]1ccccc1SSc1cccc[n+]1[O-] | . | -12.9%
CC(O)CN(CCN(CC(C)O)CC(C)O)CC(C)O (centres undefined) | . | -0.2%
CC1(C)S[C@@H]2[C@H](NC(=O)[C@@H](NC(=O)N3CCNC3=O)c3ccccc3)C(=O)N2[C@H]1C(=O)O | . | -2.1%[19.8 µM]
C=CC[N+]1([C@H]2C[C@H]3[C@@H]4CC[C@H]5C[C@H](O)[C@@H](N6CCOCC6)C[C@]5(C)[C@H]4CC[C@]3(C)[C@H]2OC(C)=O)CCCC1 | . | 6.9%
CCOC(C)OCC | . | -1.7%
O=C(O)c1cc(N=Nc2ccc(O)c(C(=O)O)c2)ccc1O | . | 9.9%
Cc1c(C(=O)NN2CCCCC2)nn(-c2ccc(Cl)cc2Cl)c1-c1ccc(Cl)cc1 | . | -4.3%
CC(C)(C)C(=O)OCOP(=O)(COCCn1cnc2c(N)ncnc21)OCOC(=O)C(C)(C)C | . | 20.8%
CC[C@H](C)[C@H](NC(=O)[C@H](CO)NC(=O)[C@H](CC(N)=O)NC(=O)[C@H](CC(C)C)NC(=O)[C@H](Cc1ccc(O)cc1)NC(=O)[C@H](CCCCN)NC(=O)[C@H](CCCCN)NC(=O)[C@@H](NC(=O)[C@H](C)NC(=O)[C@H](CCSC)NC(=O)[C@H](CCC(N)=O)NC(=O)[C@H](CCCCN)NC(=O)[C@H](CCCNC(=N)N)NC(=O)[C@H](CC(C)C)NC(=O)[C@H](CCCNC(=N)N)NC(=O)[C@@H](NC(=O)[C@H](Cc1ccc(O)cc1)NC(=O)[C@H](CC(N)=O)NC(=O)[C@H](CC(=O)O)NC(=O)[C@@H](NC(=O)[C@H](Cc1ccccc1)NC(=O)[C@@H](NC(=O)[C@H](C)NC(=O)[C@H](CC(=O)O)NC(=O)[C@H](CO)NC(=O)[C@@H](N)Cc1c[nH]cn1)C(C)C)[C@@H](C)O)[C@@H](C)O)C(C)C)C(=O)N[C@@H](CC(C)C)C(=O)N[C@@H](CC(N)=O)C(=O)O | . | 13.2%
CC1(C)O[C@H]2C[C@@H]3[C@H]4CCC5=CC(=O)C=C[C@]5(C)[C@@]4(F)[C@@H](O)C[C@]3(C)[C@]2(C(=O)CO)O1 | . | -4.1%
C[N+]12CCC(CC1)[C@@H](OC(=O)C(O)(c1ccccc1)c1ccccc1)C2 | . | -8.9%[19.8 µM]
CCCCCC[C@@H](CCC)C(=O)O | . | -0.7%
S=C=Nc1ccc(N=C=S)cc1 | . | -4.5%
C=C[C@@]1(C)C[C@H](OC(=O)CSC(C)(C)CNC(=O)[C@@H](N)C(C)C)[C@@]2(C)C(C)CC[C@@]3(CCC(=O)[C@@H]32)[C@H](C)[C@H]1O (some centres undefined) | . | -0.1%
NC1=NCC2c3ccccc3Cc3ccccc3N12 (centres undefined) | . | -4.6%
COC(=O)N[C@H](C(=O)N[C@@H](Cc1ccccc1)[C@@H](O)CN(Cc1ccc(-c2ccccn2)cc1)NC(=O)[C@@H](NC(=O)OC)C(C)(C)C)C(C)(C)C | . | -2.5%
C/C(=C(/CCOC(=O)C(C)C)SS/C(CCOC(=O)C(C)C)=C(\C)N(C=O)Cc1cnc(C)nc1N)N(C=O)Cc1cnc(C)nc1N | . | 0.0%

Complete entries as entered above.
C=C[C@@]1(C)C[C@H](OC(=O)CSC(C)(C)CNC(=O)[C@@H](N)C(C)C)[C@@]2(C)C(C)CC[C@@]3(CCC(=O)[C@@H]32)[C@H](C)[C@H]1O (some centres undefined) is listed with PLK1 PBD block: .; GLP-1R agonist: -0.1%
CC(O)CN(CCN(CC(C)O)CC(C)O)CC(C)O (centres undefined) is listed with PLK1 PBD block: .; GLP-1R agonist: -0.2%

The results go on.
SMILES | PLK1 PBD block | GLP-1R agonist
CCCCCCCCCCCCCC[N+](C)(C)C | . | -0.7%
COc1ccc(OC)c([C@H](O)CNC(=O)CN)c1 | . | 1.9%[19.8 µM]
C#C[C@]1(O)CC[C@H]2[C@H]3[C@H](CC[C@@]21C)C1=C(CC(=O)CC1)C[C@@H]3C | . | -4.8%
S=C1NC=NC2N=CNC12 (centres undefined) | . | 5.0%
CCC(=O)O[C@@H]1[C@H](C)O[C@H](O[C@H]2[C@@H](N(C)C)[C@H](O)[C@@H](O[C@@H]3[C@@H](CC=O)C[C@@H](C)[C@@H](O)/C=C\C=C/C[C@@H](C)OC(=O)C[C@@H](OC(=O)CC)[C@H]3OC)O[C@H]2C)C[C@]1(C)O | . | 5.5%[19.8 µM]
CO[C@H]1[C@@H](OC(N)=O)[C@H](O)[C@@H](Oc2ccc3c(O)c(NC(=O)c4ccc(O)c(CC=C(C)C)c4)c(=O)oc3c2C)OC1(C)C | . | -1.1%[19.8 µM]
COc1cc(C2c3cc4c(cc3C(O[C@@H]3OC5COC(c6cccs6)OC5C(O)C3O)C3COC(=O)C23)OCO4)cc(OC)c1O (some centres undefined) | . | -5.7%
OC[C@H](S)CS | . | 4.6%
CN1C(C(=O)Nc2ccccn2)C(=O)c2sc(Cl)cc2S1(=O)=O (centres undefined) | . | ?
COc1cc(OC)cc(OC)c1 | . | -1.2%
Cc1ccc(S(=O)(=O)NCl)cc1 | . | -1.8%
O=C(Oc1ccccc1C(=O)O)c1ccccc1O | . | -1.3%
O=C(c1ccc(F)cc1)C1CCN(CCn2c(=S)[nH]c3ccccc3c2=O)CC1 | . | 4.5%
CCC(C)C1OC2(C=CC1C)CC1CC(C/C=C(\C)C(OC3CC(OC)C(OC4CC(OC)C(NC(C)=O)C(C)O4)C(C)O3)C(C)/C=C/C=C3\COC4C(O)C(C)=CC(C(=O)O1)C34O)O2 (centres undefined) (tested in a mixture with another compound) | . | 1.5%
C=CCSSSCC=C | . | -1.8%
CC(=O)N[C@@H]1C(O[C@H]2O[C@H](C(=O)O)C(O)[C@H](O)[C@H]2O)[C@H](O)[C@@H](CO)O[C@H]1O[C@@H]1C(C(=O)O)O[C@@H](O[C@H]2[C@H](O)[C@@H](CO)OC(O)[C@@H]2NC(C)=O)[C@H](O)[C@H]1O (some centres undefined) | . | 0.4%
NC(CS)C(=O)O (centres undefined) | . | -6.7%
CC(=O)C1(O)CCC2C3CC(C)C4=CC(=O)CCC4(C)C3CCC21C (centres undefined) | . | 1.9%
C/C1=C2N=C(/C=C3N=C(/C(C)=C4\[N-]C(C)(C5N=C1C(C)(CCC(=O)NCC(C)OP(=O)([O-])O[C@H]1C(O)C(n6cnc7cc(C)c(C)cc76)O[C@@H]1CO)C5CC(N)=O)C(C)(CC(N)=O)C4CCC(N)=O)C(C)(CC(N)=O)C\3CCC(N)=O)C(C)(C)C/2CCC(N)=O.[CH2-]C1OC(n2cnc3c(N)ncnc32)C(O)C1O.[Co] (some centres undefined) | . | -7.7%
CO[C@]1(NC(=O)C2SC(=C(C(N)=O)C(=O)O)S2)C(=O)N2C(C(=O)O)=C(CSc3nnnn3C)CS[C@H]21 (some centres undefined) | . | -0.7%[19.8 µM]
CC[C@@]1(O)C[C@H](O[C@H]2C[C@@H](N(C)C)[C@@H](O[C@H]3C[C@@H](O)[C@@H](O[C@H]4CCC(=O)[C@@H](C)O4)[C@@H](C)O3)[C@@H](C)O2)c2c(cc3c(c2O)C(=O)c2c(O)cccc2C3=O)[C@H]1C(=O)OC | . | -6.4%
CC(=O)NC1[C@H](O)C[C@@](O)(C(=O)O)O[C@H]1[C@H](O)[C@H](O)CO (some centres undefined) | . | -2.3%
Cc1cc(C)c(NC(=O)CN(CC(=O)O)CC(=O)O)c(C)c1Br | . | -2.9%
CCCCCCCCCCCCCCCC(=O)OC(C)C | . | 5.6%
O=C1c2ccccc2S(=O)(=O)N1CCCCN1CCN(c2ncccn2)CC1 | . | 10.7%
NS(=O)(=O)c1cc([C@@]2(O)NC(=O)c3ccccc32)ccc1Cl | . | -6.1%[19.8 µM]
CN1CCC[C@@H](CC2c3ccccc3Sc3ccccc32)C1 | . | 6.7%[19.8 µM]
CC(C)c1nc(N(C)S(C)(=O)=O)nc(-c2ccc(F)cc2)c1/C=C/C(O)CC(O)CC(=O)O (centres undefined) | . | 15.4%
Cn1nnc2c(C(N)=O)ncn2c1=O | . | -4.5%
OCc1ccccc1 | . | -1.4%
Cc1cc(=O)c2c(O)c3c(O)cc(=O)c4c3c3c(cc(O)c1c23)C(C)(C)C=4O | . | -0.9%
Nc1ccc(S(=O)(=O)Nc2ccccc2)cc1 | . | 0.4%
CC(=O)Oc1cccc(C(=O)O)c1OC(C)=O | . | -4.0%
NC(=O)N[C@H]1NC(=O)NC1=O | . | -5.1%[19.8 µM]
Cc1cccc(C)c1NC(=O)CC12CCCN1CCC2 | . | -0.7%
CCCCC(=O)N(Cc1ccc(-c2ccccc2-c2nn[nH]n2)cc1)C(C(=O)O)C(C)C (centres undefined) | . | -1.7%
CCCCC(=O)OCC(=O)[C@]1(O)Cc2c(O)c3c(c(O)c2[C@H](OC2CC(NC(=O)C(F)(F)F)C(O)C(C)O2)C1)C(=O)c1c(OC)cccc1C3=O (some centres undefined) | . | 5.7%
CN(C)CCc1c[nH]c2ccc(Cn3cncn3)cc12 | . | 3.0%
COc1ccc(Cc2cnc(N)nc2N)cc1OC | . | -2.3%
C=CCN1CCCC1CNC(=O)c1cc(S(N)(=O)=O)cc(OC)c1OC (centres undefined) | . | 21.7%
Cc1ccccc1N1C(=O)c2cc(N)ccc2N/C1=C\F | . | 18.4%
O=C(O)[C@@H]1CCCN1 | . | 2.5%
CCCCC[C@H](O)/C=C/[C@H]1[C@H](O)CC(=O)[C@@H]1C/C=C\CCCC(=O)O | . | 12.6%
CC(=O)N[C@@H]1C(O)OC(CO)C(O)C1O (some centres undefined) | . | -3.8%
CCCCC1=NC2(CCCC2)C(=O)N1Cc1ccc(-c2ccccc2-c2nn[nH]n2)cc1 | . | -3.2%
CC[C@H]1CN2CCc3cc(OC)c(OC)cc3[C@H]2C[C@@H]1C[C@@H]1NCCc2cc(OC)c(OC)cc21 | . | -5.9%
C[n+]1ccccc1/C=N\O | . | -1.1%[19.8 µM]
COc1ccc(CCN(C)CCCN2CCc3cc(OC)c(OC)cc3CC2=O)cc1OC | . | 8.8%
FC(F)(F)COCC(F)(F)F | . | -4.3%
O=S(O)CNc1ccc(S(=O)(=O)c2ccc(NCS(=O)O)cc2)cc1 | . | -1.5%
Cc1cc2nc3c(=O)[nH]c(=O)nc-3n(C[C@H](O)[C@H](O)[C@H](O)COP(=O)(O)OP(=O)(O)OC[C@H]3O[C@@H](n4cnc5c(N)ncnc54)[C@H](O)[C@@H]3O)c2cc1C | . | 12.8%
O=C(O)CCCC/C=C(\c1ccccc1)c1cccnc1 | . | 4.1%
C=C1C(=O)O[C@@H]2[C@@H]1CC/C(C)=C\CC[C@@]1(C)O[C@H]21 | . | -11.0%
CCN(CC)CCOC(=O)[C@@H](Cc1cccc2ccccc12)C[C@@H]1CCCO1 | . | 4.3%[19.8 µM]
CC(C)(C)C(=O)OCC(=O)C1CCC2C3CCC4=CC(=O)CCC4(C)C3CCC12C (centres undefined) | . | -1.4%
Nc1ccc(O)cc1 | . | -5.0%
CCC(C)(C)c1ccc(CC(C)CN2C[C@@H](C)O[C@@H](C)C2)cc1 (some centres undefined) | . | -1.7%
CC1(CN2CCC(n3c(=O)[nH]c4ccccc43)CC2)OCc2ccccc2-n2cccc21 (centres undefined) | . | 1.1%
O=C(O)Cc1cc(I)c(Oc2ccc(O)c(I)c2)c(I)c1 | . | 4.8%[19.8 µM]
OCCCc1ccccc1 | . | 2.4%

Four compounds drawn at random from those above:
SMILES | PLK1 PBD block | GLP-1R agonist
O=C(O)[C@@H]1CCCN1 | . | 2.5%
CC[C@H]1CN2CCc3cc(OC)c(OC)cc3[C@H]2C[C@@H]1C[C@@H]1NCCc2cc(OC)c(OC)cc21 | . | -5.9%
CC(=O)N[C@@H]1C(O)OC(CO)C(O)C1O (some centres undefined) | . | -3.8%
C[n+]1ccccc1/C=N\O | . | -1.1%[19.8 µM]

(cont.)
SMILES | PLK1 PBD block | GLP-1R agonist
CCCCCCCCCCCC(=O)OCC(O)CO (centres undefined) | . | 13.4%
Cc1cc2c(OCC(CNC(C)(C)C)OC(=O)c3ccccc3)cccc2[nH]1 (centres undefined) | . | 10.5%
CC(C)=CCC/C(C)=C\CC/C(C)=C\CC/C=C(\C)CC/C=C(\C)CCC=C(C)C | . | -5.2%
Cc1ccc(C2CC(c3cccs3)=NN2C(=O)CSc2nc(=O)n3ccc(C)cc3n2)cc1 (centres undefined) | -7.0% | .
COc1cccc(CNC(=O)C2CCN(S(=O)(=O)c3ccc4c(c3)C(C)(C)C(=O)N4C)CC2)c1 | 1.0% | .
CN1C(=O)COc2ccc(C(=O)c3oc4ccccc4c3-c3cnc4c(c3)COc3ccccc3-4)cc21 | 0.4% | .
CN1c2ccccc2C(C)(C)C12CC(c1ccc(Cl)c(S(=O)(=O)N3CCCC3)c1)=NO2 (centres undefined) | -0.1% | .
Cc1ccc(N2C(=O)c3cccc4c(C(=O)O)ccc(c34)C2=O)cc1 | -3.9% | .

Screens deposited in PubChem by National Center for Advancing Translational Sciences (NCATS).
